Screening data: PubChem, several laboratories
NR2E3 ag-1 = inhibitors of NR2E3-RetCOR corepressor binding, primary screen, NR2E3 agonist project, biochemical, TR-FRET, GST-NR2E3, biotin-RetCOR; inhibition of corepressor binding, % at 4.78 µM; 0.12% of 320,000 active; AID 2300, 2010; Photoreceptor-specific nuclear receptor (Homo sapiens), Q9Y5X4; 1536-well;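 active = percent inhibition above the cutoff of mean plus 3 SD of all tested compounds, set per screening campaign, cut at about 20% in these data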;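 also: 0% = DMSO wells and 100% = biotin wells as full block of FRET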
Target sequence (Q9Y5X4 whole entry, looked up): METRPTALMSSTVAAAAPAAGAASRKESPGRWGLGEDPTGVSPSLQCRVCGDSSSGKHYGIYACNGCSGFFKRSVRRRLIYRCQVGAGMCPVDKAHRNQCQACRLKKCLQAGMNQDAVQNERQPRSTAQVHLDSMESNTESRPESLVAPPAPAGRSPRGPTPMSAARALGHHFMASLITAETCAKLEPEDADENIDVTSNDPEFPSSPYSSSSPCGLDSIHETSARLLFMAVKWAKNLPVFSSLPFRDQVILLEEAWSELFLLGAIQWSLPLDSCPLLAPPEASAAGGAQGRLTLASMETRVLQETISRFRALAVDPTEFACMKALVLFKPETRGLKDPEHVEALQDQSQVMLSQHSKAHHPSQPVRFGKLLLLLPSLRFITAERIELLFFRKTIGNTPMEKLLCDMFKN
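Format: 1536-well format; test system: GST-NR2E3 and biotin-RetCOR proteins; read-out basis: percent inhibition of TR-FRET ratio; timing: 5 h incubation at 4 °C; detection: time-resolved FRET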
iPSC survival up = enhancers of single-cell hiPSC survival, primary screen, ATPlite luminescence; survival enhancement, % at 20 µM; 100% = ROCK inhibitor wells, 0% = DMSO; AID 602274, 2012; 0.044% of 360,000 active; in the data active = survival enhancement above about 18%;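 also: cells exposed to compounds for 16 hours before the ATP read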
aDG glyco up = activators of alpha-DG glycosylation, primary screen, uHTS, Pro5-aDG cells, AlphaScreen; alpha-DG glycosylation AlphaScreen (IIH6); 0% Pro5, 100% B10-LARGE cell signal; activation, % at 10 µM; 0.22% of 360,000 active;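 active = activation of at least 8% versus controls, or a plate z-score of at least 8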;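 also: Pro5 are CHO cells carrying HIG-tagged alpha-DG that lacks glycosylation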
KKLEB cytotox = cytotoxicity in KKLEB CF airway cells, primary screen, cytotoxicity control for CF NF-kB inhibitor project, cell-based, uHTS, fluorescence assay plates; KKLEB CF airway cells viability, ATPlite luminescence, overnight; active compounds read low; cells stimulated with P. aeruginosa culture filtrate; activity change (cytotoxicity), % at 5 µM; 0.36% of 360,000 active; AID 602141, 2011;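 active = corrected activity change at or below -50% at 5 µM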
Shn3 3UTR inh = reduction of Shn3 3'UTR firefly luciferase signal, primary screen, Schnurri-3 inhibitor project, cell-based, Clone20 osteoblasts, set 2. Clone20 osteoblast Shn3 3'UTR firefly luciferase, 24 h. inhibition, % at 12.5 µM. 0.52% of 360,000 active. AID 588674, 2011;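 active = mean inhibition of at least 75% with every replicate also reaching 75%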;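 also: 0% = median of neutral control wells and 100% = pilot-screen positive control compound; some compounds past the cut are filed as inactive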
HIF-2a block = HIF-2a reporter inhibitors, primary screen, luminescence, 786-0 RCC cells. 786-0 RCC cells HIF-2a reporter, luciferase luminescence, overnight. inhibition, % at 18.8 µM. 0.72% of 360,000 active;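 active = inhibition of the luminescence signal of 40% or more relative to plate controls, in a single-dose primary screen at 18.75 µM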
TWEAK Fn14 block = inhibitors of TWEAK-Fn14 signaling, primary screen, luciferase reporter cells, uHTS; 2% of 360,000 active; TWEAK-stimulated Fn14 reporter cells, luciferase luminescence, 8 h; inhibition, % at 10 µM; in the data active = inhibition above about 50%
NR2E3 ag-2 = NR2E3 agonists in two-hybrid cells, primary screen, cell-based, luminescence, CHO-S, Gal4-NCOR/VP16-NR2E3 | Photoreceptor-specific nuclear receptor (Homo sapiens), Q9Y5X4 | luciferase | inhibition of corepressor binding, % at 3.98 µM | 0.35% of 360,000 active | AID 602229, 2012;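 active = inhibition above the mean of all tested compounds plus 3 SD, cut at about 70% in these data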;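 also: 0% = DMSO with NR2E3 transfected cells and 100% = cells lacking NR2E3 construct; higher means lower luciferase signal from less NR2E3 corepressor binding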
Peg3 prom inh = Peg3 promoter-driven luciferase inhibitors, primary screen, cell-based, HeLa, luciferase luminescence. inhibition, % at 20 µM. HeLa PEG-Prom luciferase reporter, overnight. 1.7% of 360,000 active;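 active = inhibition of at least 50% at 20 µM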
TRPM1 prom inh = inhibitors of MITF-dependent TRPM1 promoter reporter, primary screen, cell-based, SK-MEL-5, single point, luciferase; AID 488899, 2010; inhibition, % at 12.5 µM; SK-MEL-5 TRPM1 promoter luciferase, 24 h; 0.83% of 330,000 active;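 active = mean inhibition across replicates of 60% or more, whatever share of single replicates reaches that level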; also: values of inactives mirror those of a sister screen read the other way
CF NFkB block = inhibitors of PAF-induced NF-kB signaling, primary screen, cell-based, GFP fluorescence, uHTS; KKLEB NF-kB-GFP reporter, GFP fluorescence overnight; inhibition, % at 5 µM; 0.86% of 360,000 active;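 active = at least 50% inhibition at 5 µM, scaled per plate between neutral and stimulator controls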;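 also: PAF is a Pseudomonas aeruginosa culture filtrate used as stimulus; plate controls were PAF-stimulated DMSO wells for no effect and unstimulated DMSO wells for full effect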
* = called active by the depositor; · = no result given.

Every second line gives: iPSC survival up	KKLEB cytotox	Shn3 3UTR inh	HIF-2a block	CF NFkB block	aDG glyco up	NR2E3 ag-2	TRPM1 prom inh	Peg3 prom inh	TWEAK Fn14 block	NR2E3 ag-1
CC1(c2ccccc2)NC(=O)N(CC#N)C1=O (centres undefined)
 : 0.6	6	6	7	13	0.0	-4	-13	10	3	1
Cc1cccc(C)c1NC(=O)CCCSc1nnc(-c2ccco2)o1
 : 1.0	1	28	0	1	0.0	-16	8	0	-9	0
O=C(NC(=S)Nc1ccc2c(c1)OCCO2)c1ccccc1
 : -3.0	2	-44	-87	-2	-0.1	-137	-47	-199	43	1
CN(C(=O)CSc1nc2ccccc2s1)c1c(N)n(Cc2ccccc2)c(=O)[nH]c1=O
 : 0.4	3	7	13	0	0.3	-14	1	13	-3	-3
CC1(C(=O)NS(=O)(=O)c2ccccc2)CCN1C(=O)Cc1ccc(-c2ccccc2)cc1 (centres undefined)
 : 0.0	9	-8	7	-11	0.1	0	·	-4	5	·
CCOC(=O)N1CCC(NC(=O)CCc2c(C)nc3ncnn3c2C)CC1
 : 1.5	0	-8	23	2	0.2	-7	5	-15	12	-1
Cc1cc(C)n(CCCNC(=O)c2ccc3c(c2)NC(=O)CS3)n1
 : -2.7	-5	-1	8	7	0.0	-12	11	18	0	0
Cc1cccc(-c2oc3ccccc3c2-c2ccc3c(c2)OCO3)c1
 : -3.5	8	5	1	9	-0.3	-13	-6	4	-13	5
CC(NC(=O)Cc1cccs1)c1ccccc1 (centres undefined)
 : 2.2	-4	0	11	-4	-0.3	-1	-22	2	-8	-1
COc1cc(CC(=O)Nc2ccccc2N2CCOCC2)cc(OC)c1OC
 : 0.8	5	-6	20	-19	1.2	-12	5	9	-1	2

Further records follow:
Every second line gives: iPSC survival up	KKLEB cytotox	Shn3 3UTR inh	HIF-2a block	CF NFkB block	aDG glyco up	NR2E3 ag-2	TRPM1 prom inh	Peg3 prom inh	TWEAK Fn14 block	NR2E3 ag-1
Cc1cc(C)cc(N(CCC#N)C(=O)COC(=O)C2=COCCO2)c1
 : -0.2	-4	-9	12	20	-0.1	-6	-16	16	2	2
Cc1ccc(NC(=O)C(CC(C)C)NC(=O)C2CCC(C)CC2)nc1 (centres undefined)
 : -0.9	-11	32	29	5	0.1	1	4	10	4	2
CS/C(=C\[N+](=O)[O-])Nc1ccc(C)cc1
 : -0.2	-4	-13	5	-18	-0.2	-34	10	14	-15	2
Cc1c(NC(=O)C(C)OC(=O)CCOc2ccccc2)c(=O)n(-c2ccccc2)n1C (centres undefined)
 : -0.4	0	-32	9	16	-0.1	-20	5	11	-2	2
CN(C)C(CNS(=O)(=O)c1ccc2ccccc2c1)c1ccccc1 (centres undefined)
 : -0.2	0	18	12	-20	0.1	-36	-1	10	2	-3
O=C(Nc1ccc(Cl)cc1)c1cccc(NC2=NC3CS(=O)(=O)CC3S2)c1 (centres undefined)
 : 0.2	-10	-5	-11	20	-0.4	-4	·	-2	4	1
CCOC(=O)c1ccc(NS(=O)(=O)c2cc(-c3nnnn3C(C)C)ccc2OC)cc1
 : 6.9	-4	7	1	16	0.1	-1	8	-11	2	2
O=C(Nc1nc(N2C(=O)c3ccccc3C2=O)n(-c2ccccc2)n1)c1ccccc1
 : -0.7	0	12	-19	2	-0.1	-12	-9	-23	6	0
CCC(=O)N1C(C(=O)NCc2ccc(OC)cc2)CSC1c1ccc(OC)cc1 (centres undefined)
 : 0.6	-2	-39	-2	-13	0.3	3	1	19	-6	6
CCOc1ccc(-c2nnn(CC(=O)N3CCN(c4ccc(OC)cc4)CC3)n2)cc1OCC
 : 2.8	1	-24	3	-7	0.3	-7	11	18	-25	4

(list continues)
Every second line gives: iPSC survival up	KKLEB cytotox	Shn3 3UTR inh	HIF-2a block	CF NFkB block	aDG glyco up	NR2E3 ag-2	TRPM1 prom inh	Peg3 prom inh	TWEAK Fn14 block	NR2E3 ag-1
O=C(CCc1nnc(-c2ccc(-c3ccccc3)cc2)o1)N1CCCCC1
 : 0.7	-2	1	-50	-10	0.4	-30	-14	-185	36	-1
S=c1[nH]nc2sc3ccccc3n12
 : 0.0	20	4	6	-21	0.1	-26	14	6	9	·
OCC[C@@H]1C[C@H](O)[C@@H](O)[C@@]2(Cc3ccccc3CO2)O1
 : -4.2	-1	17	13	0	0.0	-37	-4	-2	16	-1
O=[N+]([O-])c1ccccc1S(=O)(=O)Nc1ccc(-c2ccc3nncn3n2)cc1
 : 0.7	-4	4	10	3	0.0	17	7	19	-16	-2
COc1ccc(NC(=O)CCCOc2ccc(Cl)c(C)c2)cc1S(=O)(=O)N1CCOCC1
 : 5.0	-4	60	-4	-5	0.6	12	17	5	20	·
O=C1NCCCN1C1OC(CO)C(O)C1O (centres undefined)
 : -0.4	21	-1	-4	-15	0.0	-1	·	-90	-12	·
COc1ccc(Cc2nnc(NC(=O)c3ccc(OC)cc3OC)s2)cc1
 : -0.5	-8	-47	-262	4	0.6	-85	-52	-218	-57	6
CN(C)CCNC(=O)c1cc2cc(Br)ccc2oc1=O
 : 1.0	12	12	-45	-18	0.1	-12	-9	-34	-12	1
CC(C)c1cccc(C(C)C)c1NC(=O)COC(=O)C1=COCCO1
 : 0.4	-4	-6	26	-10	-0.1	6	13	15	-16	2
CCCn1c(=O)c2ccccc2n2c(SCCOc3ccccc3F)nnc12
 : -0.3	-9	-3	5	-7	0.3	-1	3	0	16	0

The results go on:
Every second line gives: iPSC survival up	KKLEB cytotox	Shn3 3UTR inh	HIF-2a block	CF NFkB block	aDG glyco up	NR2E3 ag-2	TRPM1 prom inh	Peg3 prom inh	TWEAK Fn14 block	NR2E3 ag-1
COC(=O)C1(C)NC(c2cccc(C)c2)C2C(=O)N(c3ccccc3)C(=O)C21 (centres undefined)
 : 0.5	4	-17	1	-4	0.1	-1	·	-23	-9	·
COc1ccc(C(=O)/C=C/c2ccccc2OC)c(OC(=O)c2ccc([N+](=O)[O-])cc2)c1
 : 1.1	1	-47	-151	-24	-0.5	-16	-7	-121	27	3
Cc1oc(-c2ccc(Cl)cc2)nc1CN1CCCC(C(=O)N2CCOCC2)C1 (centres undefined)
 : -0.6	4	-1	2	0	0.2	18	18	5	28	2
O=C(CN1C(=O)C(c2ccc(F)cc2)=NC12CCCC2)Nc1ccc(F)cc1
 : 0.1	3	77	13	11	0.1	75*	10	8	18	5
COc1ccc(C(=O)NCC(=O)OCC(=O)NC2CCCCCC2)cc1OC
 : -0.3	-5	1	-10	20	0.5	-7	-2	9	-16	·
S=c1[nH]nc(Cc2ccccc2)n1-c1cccc2ccccc12
 : -1.1	0	-7	29	12	-0.1	-16	8	11	-1	1
O=Cc1ccc(C(=O)OCC(=O)Nc2ccc(F)cc2F)cc1
 : -0.6	5	-12	15	-14	0.0	-29	1	1	9	3
C=CCn1c(COc2cccc3cccnc23)nnc1SCC(=O)O
 : -1.2	6	-6	5	-13	-0.2	6	1	5	1	0
Cc1cc(C)nc(Nc2nc3ccccc3[nH]2)n1
 : -3.3	7	-54	-211	-14	-0.2	-66	-34	-183	-4	2
CCOC(=O)C1=C(C)NC(=O)NC1c1ccc(Br)s1 (centres undefined)
 : 0.6	2	11	18	-8	-0.1	-12	-5	13	12	1

Additional compounds follow:
Every second line gives: iPSC survival up	KKLEB cytotox	Shn3 3UTR inh	HIF-2a block	CF NFkB block	aDG glyco up	NR2E3 ag-2	TRPM1 prom inh	Peg3 prom inh	TWEAK Fn14 block	NR2E3 ag-1
CC(C)(C)CCN1CCC(CN2CCNC2=S)CC1
 : 8.0	-4	-3	6	-10	0.1	12	·	2	-3	·
O=C(NCc1ccccc1)c1cc(C2COCCN2C(=O)CCc2ccccc2)on1 (centres undefined)
 : 3.9	-2	4	11	-57	-0.1	1	·	12	-49	·
c1ccc(N2CC3COc4ccccc4C3=N2)cc1 (centres undefined)
 : -1.2	24	73	-250	-20	0.8	-92	-48	-304	-22	·
c1ccc(-n2cnc3cc(NCc4ccncc4)ccc32)cc1
 : -1.0	6	-14	-96	-20	0.2	-8	-19	-99	45	0
O=C(NC1CCN(Cc2ccccc2)CC1)C1CCN(S(=O)(=O)c2ccccc2)CC1
 : -0.5	1	7	14	2	0.0	-22	6	10	16	-2
O=C(N/N=C/c1cccc(OC(=O)c2cccc(Br)c2)c1)c1ccncc1
 : 1.5	5	-26	6	-9	-0.3	5	11	-22	-19	-1
CSc1nnnn1-c1cccc(O)c1
 : 0.6	-10	-1	17	18	0.0	-4	4	0	-15	1
O=C(NC1CCCC1)c1cc(-c2ccc(Cl)cc2)on1
 : -0.5	4	-10	-251	2	0.1	-105	-121	-368	-17	-1
Cc1ccccc1CS(=O)(=O)Cc1ccc(C(=O)NCCCN2CCCC2=O)o1
 : 2.1	3	0	23	1	-0.1	5	-2	12	13	1
COc1ccc(Cl)cc1Cn1c(C)c(C(=O)NCc2ccccc2C(F)(F)F)sc1=O
 : 1.3	-4	12	-7	-1	-0.1	-5	·	-4	-16	·

A draw from above in order of count of non-hydrogen atoms, low to high.
Every second line gives: iPSC survival up	KKLEB cytotox	Shn3 3UTR inh	HIF-2a block	CF NFkB block	aDG glyco up	NR2E3 ag-2	TRPM1 prom inh	Peg3 prom inh	TWEAK Fn14 block	NR2E3 ag-1
S=c1[nH]nc2sc3ccccc3n12
 : 0.0	20	4	6	-21	0.1	-26	14	6	9	·
CS/C(=C\[N+](=O)[O-])Nc1ccc(C)cc1
 : -0.2	-4	-13	5	-18	-0.2	-34	10	14	-15	2
CC(NC(=O)Cc1cccs1)c1ccccc1 (centres undefined)
 : 2.2	-4	0	11	-4	-0.3	-1	-22	2	-8	-1
c1ccc(-n2cnc3cc(NCc4ccncc4)ccc32)cc1
 : -1.0	6	-14	-96	-20	0.2	-8	-19	-99	45	0
Cc1cc(C)n(CCCNC(=O)c2ccc3c(c2)NC(=O)CS3)n1
 : -2.7	-5	-1	8	7	0.0	-12	11	18	0	0
Cc1cccc(-c2oc3ccccc3c2-c2ccc3c(c2)OCO3)c1
 : -3.5	8	5	1	9	-0.3	-13	-6	4	-13	5
O=C(CCc1nnc(-c2ccc(-c3ccccc3)cc2)o1)N1CCCCC1
 : 0.7	-2	1	-50	-10	0.4	-30	-14	-185	36	-1
COc1ccc(C(=O)NCC(=O)OCC(=O)NC2CCCCCC2)cc1OC
 : -0.3	-5	1	-10	20	0.5	-7	-2	9	-16	·
CN(C(=O)CSc1nc2ccccc2s1)c1c(N)n(Cc2ccccc2)c(=O)[nH]c1=O
 : 0.4	3	7	13	0	0.3	-14	1	13	-3	-3
COc1ccc(NC(=O)CCCOc2ccc(Cl)c(C)c2)cc1S(=O)(=O)N1CCOCC1
 : 5.0	-4	60	-4	-5	0.6	12	17	5	20	·
